Screens deposited in PubChem BioAssay by National Center for Advancing Translational Sciences (NCATS).
TRHR ag – qHTS for Small Molecule Agonists and Allosteric Enhancers of Human TRH Receptor: Primary Screen for Agonists | activation, % at 2 µM | AID 493084, 2011 | TRHR cells, calcium flux fluo-8, FDSS agonist mode | 360,000 tested, 0.18% active | Thyrotropin-releasing hormone receptor (Homo sapiens), P34981; note: 0% is about no effect
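Fluo-8-loaded TRHR cells; 10 s baseline, compound added, kinetic Ca2+ fluorescence read 1/s, agonist mode.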
RXFP1 antag – qHTS Assay for Antagonists of the Relaxin Receptor RXFP1; Relaxin receptor 1 (Homo sapiens), Q9HBX9; HEK293-RXFP1, relaxin-stimulated cAMP HTRF, 30 min; hits give low values; activity change, negative = inhibition, % at 57.5 µM; 350,000 tested, 0.59% active;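 active = activity change of -60% or lower, but not beyond a set lower limit; inconclusive = change between -60% and -40%, or beyond the set limit; inactive = change above -40%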; note: % is set by controls: 0 for no effect and ±100 for the full control effect
D1 ag – Allosteric Agonists of the Human D1 Dopamine Receptor: qHTS | activation, % at 2 µM | 360,000 tested, 1% active | HEK293 T-REx D1 cells, calcium flux, agonist mode; note: 0% is about no effect
Target sequence (P21728 whole entry, looked up): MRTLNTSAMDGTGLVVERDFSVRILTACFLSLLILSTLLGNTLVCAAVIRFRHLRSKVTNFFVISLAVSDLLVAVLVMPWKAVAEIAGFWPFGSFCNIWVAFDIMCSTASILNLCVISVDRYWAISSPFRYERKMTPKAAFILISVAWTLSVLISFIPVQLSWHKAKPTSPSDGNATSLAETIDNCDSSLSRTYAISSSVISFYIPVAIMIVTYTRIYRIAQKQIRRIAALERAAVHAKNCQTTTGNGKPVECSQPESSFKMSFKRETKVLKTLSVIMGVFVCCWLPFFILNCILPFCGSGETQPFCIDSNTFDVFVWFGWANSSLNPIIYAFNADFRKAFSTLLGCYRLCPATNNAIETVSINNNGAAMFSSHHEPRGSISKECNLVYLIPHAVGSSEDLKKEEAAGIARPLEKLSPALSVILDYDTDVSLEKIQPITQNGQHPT
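Agonism was scored from calcium flux recorded over 180 s (1 read/s) after pintool compound addition, following a 10-cycle baseline. Cells were inducible force-coupled HEK293 TREx D1, plated overnight at 30 C and loaded with no-wash calcium dye.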
D1 antag – Antagonist of Human D 1 Dopamine Receptor: qHTS | HEK293 TREx D1 cells, calcium flux, dopamine EC80; hits give low values | activity change, negative = inhibition, % at 10 µM | AID 504652, 2011 | D(1A) dopamine receptor (Homo sapiens), P21728 | 360,000 tested, 3.2% active; in the data active = activity change below about -30%; note: % is set by controls: 0 for no effect and ±100 for the full control effect
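Inducible Hek293 Trex D1 cells (tetracycline, overnight, 30 C). Calcium dye 30–90 min RT. Antagonist mode: EC80 dopamine added after 180 s compound read.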
D2 PAM – HTS Assay for Positive Allosteric Modulators of the Human D2 Dopamine Receptor: Primary Screen for Potentiators | D(2) dopamine receptor (Homo sapiens), P14416 | HEK293 T-REx D2, calcium flux, EC20 dopamine potentiation | potentiation, % at 10 µM | 340,000 tested, 0.34% active | AID 485347, 2010;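 active = potentiation over 3 SD above the plate norm, cut at about 30% in these data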; note: 0% is about no effect
Target sequence (P14416 whole entry, looked up): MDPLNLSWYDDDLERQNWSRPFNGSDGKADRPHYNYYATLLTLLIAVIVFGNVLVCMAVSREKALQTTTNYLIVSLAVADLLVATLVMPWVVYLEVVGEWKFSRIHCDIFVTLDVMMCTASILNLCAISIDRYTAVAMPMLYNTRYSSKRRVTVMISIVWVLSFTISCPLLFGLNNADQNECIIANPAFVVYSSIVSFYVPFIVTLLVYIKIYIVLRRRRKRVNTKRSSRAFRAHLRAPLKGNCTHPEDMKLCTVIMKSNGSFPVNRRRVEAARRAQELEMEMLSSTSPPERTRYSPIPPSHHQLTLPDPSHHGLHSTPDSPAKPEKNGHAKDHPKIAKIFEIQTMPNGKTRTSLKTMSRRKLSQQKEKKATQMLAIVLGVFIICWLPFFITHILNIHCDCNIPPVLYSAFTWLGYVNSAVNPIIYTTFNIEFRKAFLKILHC
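Cells plated with tetracycline inducer and held overnight at 30 C; calcium dye loaded 30–90 min at room temperature; baseline taken, compound added and read 180 s; EC20 dopamine then added and read 180 s.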
D1 potentiator – Potentiators of Human D1 Dopamine Receptor: qHTS. D(1A) dopamine receptor (Homo sapiens), P21728. HEK293 TREx D1 cells, calcium flux, dopamine EC20 potentiation. potentiation, % at 10 µM. 360,000 tested, 0.036% active; in the data active = potentiation above about 30%; note: 0% is about no effect
D2 antag – HTS Assay for Allosteric Antagonists of the Human D2 Dopamine Receptor: Primary Screen for Antagonists | D(2) dopamine receptor (Homo sapiens), P14416 | HEK293 TREx D2 cells, calcium flux, dopamine EC80 | inhibition, % at 10 µM | 340,000 tested, 2% active; in the data active = inhibition above about 30%; note: 0% is about no effect
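Measurement of antagonist activity uses fluorescent calcium dye in inducible HEK293 T-REx D2 cells: 10 s baseline, compound addition with 180 s read, EC80 dopamine addition with a further 180 s read.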
TRHR PAM – qHTS for Small Molecule Agonists and Allosteric Enhancers of Human TRH Receptor: Primary Screen for Enhancers. Thyrotropin-releasing hormone receptor (Homo sapiens), P34981. TRHR cells, fluo-8 calcium fluorescence, EC20 TRH enhancement. enhancement, % at 2 µM. 360,000 tested, 0.66% active; in the data active = enhancement above about 30%; note: 0% is about no effect
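TRHR-expressing cells loaded with fluo-8 calcium dye were read kinetically (ex 480/em 530) during compound addition, then stimulated with an EC20 of TRH (10 nM final). Enhancement of the Gq-mediated intracellular calcium response was scored.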
D2 ag – HTS Assay for Allosteric Agonists of the Human D2 Dopamine Receptor: Primary Screen for Agonists; 340,000 tested, 0.53% active; HEK293 T-REx D2 cells, calcium flux agonist mode; activation, % at 2 µM; D(2) dopamine receptor (Homo sapiens), P14416;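 active = activation over 3 SD above normal in the single-dose calcium agonist read, cut at about 30% in these data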; note: 0% is about no effect
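Calcium-flux readout, 1 cycle/sec over 180 s following compound pin transfer, in inducible HEK293 Trex D2 cells (force-coupled); dopamine controls included. Positive calcium responses during this window marked compounds as potential agonists.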
Starred values were filed as active, the others as inactive; & = joins results of further samples. Cut-off read from the data, not from the text of the source, unless noted: active = activation above about 30%; inactive = the rest.

`O=C(Cn1c(=O)oc2cc(S(=O)(=O)N3CCCC3)ccc21)N1CCN(c2ccccn2)CC1` gave TRHR ag 0.1, D1 ag 0, D1 antag -22, D2 PAM -2, D1 potentiator -8, D2 antag 11, TRHR PAM -1 and D2 ag 0.7.
`O=C(O)CC(NC(=O)c1ccccc1NC(=O)c1ccccc1)C(=O)O` (configuration not stated) gave TRHR ag 0.9, RXFP1 antag 11, D1 ag 1, D1 antag -21, D2 PAM 13, D1 potentiator -7, D2 antag -9, TRHR PAM 1 and D2 ag 0.1.
Screening COc1ccc(Br)cc1CNc1ccc(O)cc1 returned TRHR ag -1.6, RXFP1 antag -1, D1 ag 2, D1 antag 26, D1 potentiator 0, D2 antag 13, TRHR PAM -1 and D2 ag -1.1.
O=C(NCc1ccccn1)Nc1cc(Cl)cc(Cl)c1 was read as TRHR ag 0.6, RXFP1 antag 0, D1 ag 16, D1 antag 1, D2 PAM -22, D1 potentiator -6, D2 antag -14, TRHR PAM -2 and D2 ag 0.2.
Screening O=C(c1cccnc1)N1CCN(C(=O)c2cccs2)CC1 returned TRHR ag 0.4, RXFP1 antag -6, D1 ag -2, D1 antag 8, D2 PAM 2, D1 potentiator 0, D2 antag 3, TRHR PAM 5 and D2 ag 0.6.
Screening CCOc1ccc(N2CC(C(=O)N3CC(C)OC(C)C3)CC2=O)cc1 (configuration not stated) returned TRHR ag 1.7, RXFP1 antag -15, D1 ag 2, D1 antag -13, D2 PAM 3, D2 antag 2, TRHR PAM 4 and D2 ag 1.6.
COc1cccc(C(=O)NN=C2CCCC2)c1 was read as TRHR ag 0.4, RXFP1 antag 0, D1 ag 0, D1 antag 5, D2 PAM 8, D1 potentiator -1, D2 antag -3, TRHR PAM -5 and D2 ag 0.7.
CC(C)CCNC(=O)CNC(=S)N(Cc1ccccc1)Cc1cccnc1 was read as TRHR ag 0.1, RXFP1 antag -4, D1 ag 4, D1 antag 10, D2 PAM 2, D1 potentiator -3 and TRHR PAM -5.
For Cc1ccc(S(N)(=O)=O)cc1NC(=O)/C=C/c1ccc2c(c1)OCO2 the results were TRHR ag -0.4, RXFP1 antag 1, D1 ag 2, D1 antag 9, D2 PAM 0, D1 potentiator -3, D2 antag -5, TRHR PAM 2 and D2 ag 0.1.
`COc1cc2cc(C)c(SCC(=O)N3CCN(C(=O)c4ccco4)CC3)nc2cc1OC` gave TRHR ag 0.5, RXFP1 antag 3, D1 ag 1, D1 antag 6, D2 PAM 12, D1 potentiator 0, D2 antag -2, TRHR PAM 8 and D2 ag -0.1.
COCCCNC(=O)c1ccccc1SC was read as TRHR ag 0.1, RXFP1 antag 6, D1 ag 2, D1 antag 20, D2 PAM 4, D1 potentiator 0, D2 antag -2, TRHR PAM 2 and D2 ag 0.7.
Screening O=C(Nc1nnc(-c2ccncc2)o1)c1ccc(Br)s1 returned TRHR ag -1.2, RXFP1 antag inconclusive, D1 ag 3, D1 antag -9, D2 PAM -2, D1 potentiator -9, D2 antag -24, TRHR PAM -1 and D2 ag 0.3.
`Cc1cc(NC(=O)CSc2nc(-c3ccccc3)nc3c2c(=O)n(C)c(=O)n3C)no1` gave TRHR ag -0.1, RXFP1 antag -14, D1 ag -1, D1 antag 14, D2 PAM -6, D1 potentiator 12, D2 antag -10, TRHR PAM 2 and D2 ag 0.6.
For COc1ccc(-c2cc(C(F)(F)F)nc(SCC(=O)N3CCCCC3)n2)cc1 the results were TRHR ag 0.5, D1 ag 4, D1 antag -16, D2 PAM -6, D1 potentiator -7, TRHR PAM 5 and D2 ag -0.5.
Screening CCN(CC(=O)NCc1cccs1)C(=O)CCC(=O)c1ccc(F)cc1 returned TRHR ag -0.3, RXFP1 antag -1, D1 ag 3, D1 antag 8, D2 PAM -3, D1 potentiator -8, D2 antag 5, TRHR PAM 11 and D2 ag -0.7.
O=C(OCc1ccccc1)C1=NNC2C(=O)N(c3ccc(Br)cc3)C(=O)C12 (configuration not stated) was read as TRHR ag 0.3, RXFP1 antag -20, D1 ag 0, D1 antag 2, D2 PAM -3, D1 potentiator 4, D2 antag 6, TRHR PAM 1 and D2 ag 2.3.
`CC(C)C(=O)Nc1ccc2nc(SCC(=O)N3CCCC3)sc2c1` gave TRHR ag 0.4, RXFP1 antag -5, D1 ag 1, D1 antag 7, D2 PAM 12, D1 potentiator 0, TRHR PAM -7 and D2 ag -1.4.
Screening Cn1c(/C(C#N)=C(\O)c2cc(Cl)sc2Cl)nc2ccccc21 returned TRHR ag -0.3, RXFP1 antag 5, D1 ag 0, D1 antag 5, D2 PAM 11, D1 potentiator -3, D2 antag -3, TRHR PAM 5 and D2 ag -0.5.
Screening CCn1nnnc1SCC(=O)c1cc(OC)ccc1OC returned TRHR ag -0.8, RXFP1 antag -3, D1 ag 1, D1 antag 16, D2 PAM -6, D1 potentiator 4, D2 antag -7, TRHR PAM 5 and D2 ag -2.0.
`O=C(COC(=O)c1ccccc1O)NC(=O)NCc1ccccc1` gave TRHR ag -0.1, RXFP1 antag -15, D1 ag 11, D1 antag -5, D1 potentiator 0 and TRHR PAM -1.
`CCOC(=O)[C@H]1[C@H]2COc3ccccc3[C@@H]2N2C(=O)c3ccccc3NC(=O)[C@@]12C` gave TRHR ag -0.2, D1 ag 0, D1 antag 1, D2 PAM 5, D1 potentiator -2, D2 antag 1, TRHR PAM -2 and D2 ag 0.1.
CCN(CC)C(=O)C1CCCN(c2ccccc2[N+](=O)[O-])C1 (configuration not stated) was read as TRHR ag -1.1, RXFP1 antag 9, D1 ag 8, D1 antag -6, D2 PAM 0, D1 potentiator -8, D2 antag -7, TRHR PAM 37* and D2 ag 0.8.
Screening O=C1C(=O)N(C/C=C/c2ccccc2)c2ccccc21 returned TRHR ag 4.1, RXFP1 antag 1, D1 ag 0, D1 antag 6, D2 PAM 4, D1 potentiator 0, D2 antag 1, TRHR PAM -17 and D2 ag 1.5.
CCN1CCN(S(=O)(=O)c2ccc(Cl)c(C(=O)NCCOc3ccc(C)cc3)c2)CC1 was read as TRHR ag 1.1, RXFP1 antag 0, D1 ag 7, D1 antag 33, D2 PAM 1, D1 potentiator -5, D2 antag 0, TRHR PAM 2 and D2 ag -0.2.

Part of the list above in order of number of heavy atoms, falling.
`Cc1cc(NC(=O)CSc2nc(-c3ccccc3)nc3c2c(=O)n(C)c(=O)n3C)no1` gave TRHR ag -0.1, RXFP1 antag -14, D1 ag -1, D1 antag 14, D2 PAM -6, D1 potentiator 12, D2 antag -10, TRHR PAM 2 and D2 ag 0.6.
For COc1ccc(-c2cc(C(F)(F)F)nc(SCC(=O)N3CCCCC3)n2)cc1 the results were TRHR ag 0.5, D1 ag 4, D1 antag -16, D2 PAM -6, D1 potentiator -7, TRHR PAM 5 and D2 ag -0.5.
`O=C(COC(=O)c1ccccc1O)NC(=O)NCc1ccccc1` gave TRHR ag -0.1, RXFP1 antag -15, D1 ag 11, D1 antag -5, D1 potentiator 0 and TRHR PAM -1.
CCN(CC)C(=O)C1CCCN(c2ccccc2[N+](=O)[O-])C1 (configuration not stated) was read as TRHR ag -1.1, RXFP1 antag 9, D1 ag 8, D1 antag -6, D2 PAM 0, D1 potentiator -8, D2 antag -7, TRHR PAM 37* and D2 ag 0.8.

New compounds follow
For O=C(Nc1ccc(S(=O)(=O)Nc2nccs2)cc1)c1ccc(S(=O)(=O)N2CCOCC2)cc1 the results were TRHR ag 0.5, RXFP1 antag -2, D1 ag 4, D1 antag -16, D2 PAM -1, D1 potentiator -2, D2 antag -4, TRHR PAM 15 and D2 ag 0.8.
For CCc1ccc(NC(=O)CC2C(=O)NCCN2C(=O)c2ccc(F)cc2)cc1 (configuration not stated) the results were TRHR ag 0.2&1.3, RXFP1 antag -6, D1 ag 1&-1, D1 antag -22&5, D2 PAM 5&-3, D1 potentiator 2&-3, D2 antag -9, TRHR PAM 3&1 and D2 ag 1.1.
`CCOc1ccccc1NC(=S)N(CCOC)C1CCN(C(C)=O)CC1` gave TRHR ag 0.0, RXFP1 antag 2, D1 ag 2, D1 antag -7, D2 PAM 2, D1 potentiator -4, D2 antag -19, TRHR PAM 0 and D2 ag 1.3.
Screening CC(/C=N/N1C(=O)CSC1=S)=C\c1ccccc1 returned TRHR ag -0.1, RXFP1 antag inconclusive, D1 ag 5, D1 antag -10, D2 PAM -11, D1 potentiator -6, D2 antag 5, TRHR PAM -6 and D2 ag -4.2.
For CC(C)CN1C(=O)c2ccc(NC(=O)C3CC3)cc2C1=O the results were TRHR ag 0.7, RXFP1 antag -3, D1 ag 3, D1 antag -17, D2 PAM 12, D1 potentiator -6, D2 antag 2, TRHR PAM 5 and D2 ag 0.9.
Screening Nc1c(Cl)ncnc1NCCO returned TRHR ag -0.7&-0.1, RXFP1 antag -3, D1 ag 1&1, D1 antag 8&-15, D2 PAM 2&4, D1 potentiator 0&-3, D2 antag -1&-10, TRHR PAM -3&0 and D2 ag 0.6&0.6.
Screening O=C(NCc1nc2ccccc2[nH]1)C1CCCCC1 returned TRHR ag 0.5, RXFP1 antag -5, D1 ag 2, D1 antag -2, D2 PAM -2, D1 potentiator 2, D2 antag 5, TRHR PAM 0 and D2 ag 0.3.
Screening COc1ccc(OC)c(-n2nnnc2SCC(=O)Nc2nc(C)c(C)s2)c1 returned TRHR ag -0.3, RXFP1 antag 11, D1 ag 6, D1 antag -25, D2 PAM -6, D1 potentiator 0, D2 antag 2, TRHR PAM 6 and D2 ag 0.9.
`O=C(O)c1ccc(Nc2nc(-c3cc4ccccc4oc3=O)cs2)cc1O` gave TRHR ag -0.5, RXFP1 antag -6, D1 ag -3, D1 antag -10, D2 PAM 6, D1 potentiator 7, D2 antag -10, TRHR PAM -1 and D2 ag -0.2.
Screening CCc1ccc(-c2c(C)sc(NC(C)=O)c2C(N)=O)cc1 returned TRHR ag -0.8, RXFP1 antag -14, D1 ag 3, D1 antag -23, D2 PAM 0, D1 potentiator -10, D2 antag 23, TRHR PAM -3 and D2 ag -1.1.
`CC(C)(C)c1nc(SCC(=O)N2CC(=O)Nc3ccccc32)c2ccccc2n1` gave TRHR ag -0.2, RXFP1 antag -7, D1 ag 0, D1 antag -2, D2 PAM 12, D1 potentiator -2, D2 antag 8, TRHR PAM 1 and D2 ag -1.2.
Screening CC(C)NC(=S)N/N=C/c1cc(Br)ccc1O returned TRHR ag 0.4, RXFP1 antag 0, D1 ag 15, D1 antag -58*, D2 PAM 3, D1 potentiator -9, D2 antag 1, TRHR PAM 2 and D2 ag -0.6.

Not a hit list. Share with any hit: about 7.3%.
